Assay outcomes (PubChem)
S2 tox: reduces viability in counter-screen for ATXN expression inhibitors; S2 cells (HEK-293 line with an ATXN2-luciferase reporter) viability, CellTiter-Fluor protease fluorescence, 24 h; Potency, µM (doses to about 56.7 µM), most hits filed as cytotoxic; 0.49% of 400,000 active; AID 651635; further: potency means the concentration at half of the fitted maximal effect; nearly all actives have a fitted effect of over 40% in size
Nrf2 inh: inhibitors of Nrf2 signaling; A549 ARE-Fluc reporter, luciferase luminescence, 18-24 h; Potency, µM (top dose mostly 46 µM), for the others: top-dose activity change, negative = inhibition, usual class: inhibitors; 2.1% of 360,000 active; further: potency means the concentration at half of the fitted maximal effect; on the % scale 0 is the no-effect control and ±100 the full control effect; nearly all actives have a fitted effect of over 60% in size
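Nrf2 function is reported as luminescence of an ARE-controlled luciferase in A549 cells. Compounds were tested at several concentrations, and a CellTiter-Fluor read on the same wells flagged cytotoxicity.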
HepG2 tox: counter-screen for TGF-b inhibitors: cytotoxicity in HepG2 cells; HepG2 CAGA-GFP viability, ATP luminescence, 18 h; Potency, µM (series often up to 46.1 µM), without a hit: at the top dose activity change, negative = cytotoxicity, actives largely listed as cytotoxic; 0.76% of 410,000 active; further: potency means the concentration at half of the fitted maximal effect; some results filed as inactive show a strong effect at the top dose
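CellTiter-Glo luminescence gave cytotoxicity after 18 hours at 37 degrees C. The cells were HepG2 CAGA-GFP in 1% FBS DMEM, stimulated with 500 pg/mL TGF-beta after compound addition. %Activity was normalised to no-cell wells (complete cell-killing) and DMSO (no toxicity), and curves were fitted and classified.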
EPAC2 ag: activates human EPAC2 exchange factor. Q8WZA2. EPAC2 activation, biochemical qHTS; response scale: 100% = 6.5 mM cAMP response. Potency, µM (titrated, usually from 154 µM), inactives show at the highest dose activation, hits mostly activators. 0.079% of 360,000 active; further: potency means the concentration at half of the fitted maximal effect; nearly all actives have a fitted effect of over 50% in size
Target sequence (Q8WZA2 whole entry, looked up): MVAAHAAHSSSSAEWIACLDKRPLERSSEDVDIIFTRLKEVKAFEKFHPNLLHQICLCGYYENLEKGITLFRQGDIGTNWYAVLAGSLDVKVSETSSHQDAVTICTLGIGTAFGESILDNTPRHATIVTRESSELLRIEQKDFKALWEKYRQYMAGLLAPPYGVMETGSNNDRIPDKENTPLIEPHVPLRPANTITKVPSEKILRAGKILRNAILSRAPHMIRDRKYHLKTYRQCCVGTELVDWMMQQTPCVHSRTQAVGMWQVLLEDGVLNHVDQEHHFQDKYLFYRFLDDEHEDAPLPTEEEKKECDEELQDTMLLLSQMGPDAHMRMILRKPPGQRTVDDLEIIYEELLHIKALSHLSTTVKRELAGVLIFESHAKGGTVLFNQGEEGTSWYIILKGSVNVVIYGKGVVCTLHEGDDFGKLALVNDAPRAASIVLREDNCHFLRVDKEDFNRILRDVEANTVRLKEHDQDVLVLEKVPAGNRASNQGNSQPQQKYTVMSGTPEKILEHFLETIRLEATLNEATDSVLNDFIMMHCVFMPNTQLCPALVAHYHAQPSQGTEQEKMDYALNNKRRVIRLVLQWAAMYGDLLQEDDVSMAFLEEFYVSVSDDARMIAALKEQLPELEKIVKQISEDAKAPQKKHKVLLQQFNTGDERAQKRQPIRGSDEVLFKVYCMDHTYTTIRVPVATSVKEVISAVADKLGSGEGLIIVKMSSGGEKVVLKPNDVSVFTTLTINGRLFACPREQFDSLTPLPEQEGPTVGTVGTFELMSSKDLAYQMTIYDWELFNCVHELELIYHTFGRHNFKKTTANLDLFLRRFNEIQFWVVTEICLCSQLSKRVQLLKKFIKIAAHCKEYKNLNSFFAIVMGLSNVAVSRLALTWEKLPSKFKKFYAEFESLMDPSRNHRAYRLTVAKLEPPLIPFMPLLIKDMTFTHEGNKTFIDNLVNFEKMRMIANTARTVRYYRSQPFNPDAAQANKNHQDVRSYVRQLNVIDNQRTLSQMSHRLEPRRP
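Each well held 100 nM EPAC2, 250 nM RAP1B-BODIPY-GDP and 50 uM GDP. Fluorescence, read at 5-min intervals to 30 min, was referenced to a 6.5 mM cAMP positive control.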
TGFb inhibitor: inhibitors of TGF-b signaling; Potency, µM (series often up to 46.1 µM), for inactives: top-dose activity, negative = inhibition, hits mostly inhibitors; 1.2% of 410,000 active; HepG2 CAGA-GFP TGF-b/SMAD3 reporter, GFP fluorescence, 18 h; TGF-beta stimulated, 500 pg/mL final; AID 588855; further: potency means the concentration at half of the fitted maximal effect; on the % scale 0 is the no-effect control and ±100 the full control effect; nearly all actives have a fitted effect of over 65% in size
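Smad-responsive CAGA-GFP expression was quantified in HEPG2 cells exposed to compounds and 500 pg/mL final TGF-beta for 18 h at 37 degrees C; unstimulated wells defined full inhibition.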
ATXN2 expr inh: inhibitors of ATXN2 expression | HEK-293 ATXN2-luciferase reporter, luminescence, 24 h | Potency, µM (doses to about 57 µM), for the others: at the highest dose activity change, negative = inhibition, hits mostly inhibitors | 0.72% of 360,000 active | AID 1745845; further: potency means the concentration at half of the fitted maximal effect; on the % scale 0 is the no-effect control and ±100 the full control effect; nearly all actives have a fitted effect of over 55% in size
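ATXN2-luciferase reporter cells (luciferase flanked by upstream and downstream ATXN2 gene portions) were treated 24 h at 37 °C with compounds at up to 57 uM. SteadyGlo luminescence gave expression; GF-AFC fluorescence gave viability.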
IL2 activator: activates IL-2 in a cell-based reporter assay. IL-2 activation reporter assay, cell-based qHTS; stimulated with anti-CD3/CD4/CD28 beads; in transgenic mouse T cells. activation, % (series mostly up to about 46 µM). 0.065% of 360,000 active; in the data active means activation above about 50%; inconclusive means mostly about 30% to 49%; further: 0% is about no effect
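First, unstimulated transgenic mouse T cells were exposed to compound for 60 min. Next, anti-CD3/anti-CD4-coated beads with anti-CD28 were added. Finally, after 18 h at 37 degrees C, EGFP and DsRed were imaged.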
Nrf2 activator: Nrf2 pathway activation. AREc32 ARE-luciferase reporter (MCF7-derived line), luminescence, 24 h. Potency, µM (doses to about 46.1 µM), for inactives: at the top dose activation, hits mostly activators. 0.31% of 410,000 active. AID 624171; further: potency means the concentration at half of the fitted maximal effect; % of control where 0% means no effect; nearly all actives have a fitted effect of over 65% in size
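For detection, Steady-Glo was added and plates sat 30 min at RT; before that, AREc32_Fluc cells grown overnight in OPTI-MEM/5% FBS had been treated with 23 nL compound for 24 hr at 37 deg C.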
A549 tox: kills or reduces viability of A549 cells in Nrf2 counter-screen; Potency, µM (titrated, usually from 46 µM), inactives show at the top dose activity change, negative = cytotoxicity, hits mostly inhibitors; A549 ARE-Fluc cells, CellTiter-Fluor viability, 18-24 h; 0.16% of 390,000 active; further: potency means the concentration at half of the fitted maximal effect; on the % scale 0 is the no-effect control and ±100 the full control effect
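A549 ARE-Fluc cells in 5% FBS OPTI-MEM, 5000 cells/well, rested 2 h then exposed to compounds in concentration-response for 18-24 h at 37 °C. Viability by CellTiter-Fluor fluorescence (Ex 405/Em 525) after 30 min; luciferase luminescence (BugLite, 15 min, RT) read afterwards.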
Active calls of the source: *; [ ] = another dose, or the depositor's remark. Unless noted, the call rests on the fitted dose curve; in most records, active means well fitted curve in the direction sought with a large enough effect; inconclusive means small, poorly fitted or top-dose-only effect, or another doubt; inactive means no such curve, though single readings can be large; an effect the other way counts as inactive or inconclusive.

Results for Cc1ccc(Cn2c(SCC(C)C)nc3c2c(=O)[nH]c(=O)n3C)cc1 ?
S2 tox: inactive; HepG2 tox: -9.4%; EPAC2 ag: 0.8%; TGFb inhibitor: 2.6%; ATXN2 expr inh: -22.3%; IL2 activator: 0.0; Nrf2 activator: -1.2%; A549 tox: 9.0%

How did Cc1c(C(=O)NCC(c2ccco2)N2CCCC2)sc2ccccc12 (stereo not given) do in these assays?
S2 tox: inactive; Nrf2 inh: 26.5%; HepG2 tox: -33.4%; EPAC2 ag: 0.4%; TGFb inhibitor: -6.0%; ATXN2 expr inh: -5.0%; IL2 activator: -0.3; Nrf2 activator: 6.7%; A549 tox: 1.0%

Results for CCOC(=O)c1ccc(N2C(=O)C3CCOc4ccccc4C32)cc1 (stereo not given) ?
S2 tox: inactive; Nrf2 inh: 4.7%; HepG2 tox: 0.0%; EPAC2 ag: -1.7%; TGFb inhibitor: -4.5%; ATXN2 expr inh: -15.7%; IL2 activator: -0.1; Nrf2 activator: -0.9%; A549 tox: 10.6%

What do the screens show for `CCOc1ccc(Nc2cc(C)nc3ccc(C)cc23)cc1`?
S2 tox: inconclusive; Nrf2 inh: 4.2%; HepG2 tox: -28.1%; EPAC2 ag: -11.9%; TGFb inhibitor: inconclusive; ATXN2 expr inh: -38.4%; IL2 activator: -4.1; Nrf2 activator: 7.0%; A549 tox: -18.0%

What do the screens show for `c1ccc(CN2CCN(CCCNc3ccc4nnc(-c5ccccc5)n4n3)CC2)cc1`?
Nrf2 inh: -8.0%; HepG2 tox: -38.5%; EPAC2 ag: 13.5%; TGFb inhibitor: -26.2%; ATXN2 expr inh: inconclusive; IL2 activator: -1.4; Nrf2 activator: -1.5%; A549 tox: -16.1%

What do the screens show for `CC(=O)c1ccc(NC(=O)/C=C/c2ccc(C)cc2)cc1`?
S2 tox: inactive; Nrf2 inh: 2.5%; HepG2 tox: -16.7%; EPAC2 ag: 0.7%; TGFb inhibitor: 2.8%; ATXN2 expr inh: 0.0%; IL2 activator: -4.3; Nrf2 activator: 3.3%; A549 tox: 9.7%

What do the screens show for `COc1ccc(CCNC(=O)C(=O)NCc2ccccn2)cc1`?
S2 tox: inactive; Nrf2 inh: 4.3%; HepG2 tox: 6.0%; EPAC2 ag: 15.4%; TGFb inhibitor: 2.1%; ATXN2 expr inh: -0.7%; IL2 activator: -2.6; Nrf2 activator: -0.1%; A549 tox: 1.1%

What do the screens show for `O=C(Nc1cccc(OCC(=O)N2CCOCC2)c1)c1cccc(Cl)c1`?
S2 tox: inactive; Nrf2 inh: -13.9%; HepG2 tox: -18.6%; EPAC2 ag: 1.0%; TGFb inhibitor: -12.5%; ATXN2 expr inh: -32.4%; IL2 activator: 0.0; Nrf2 activator: 1.0%; A549 tox: 0.6%

Results for CCCc1cc(=O)oc2c3c(cc(OCC(=O)N[C@@H](CSC)C(=O)O)c12)OC(C)(C)CC3 ?
S2 tox: inactive; Nrf2 inh: -1.7%; HepG2 tox: -21.7%; EPAC2 ag: 17.7%; TGFb inhibitor: inconclusive; ATXN2 expr inh: -4.5%; IL2 activator: 0.2; Nrf2 activator: -0.3%; A549 tox: 1.6%

How did COc1ccccc1CCn1cnc(Cc2ccccc2)c1C(C)C do in these assays?
EPAC2 ag: 15.1%; ATXN2 expr inh: inconclusive; IL2 activator: -0.9; Nrf2 activator: 3.4%

What do the screens show for `Clc1ccc(-c2noc(CN3CCCC3)n2)cc1`?
S2 tox: inconclusive; Nrf2 inh: inconclusive; HepG2 tox: 9.6%; EPAC2 ag: -6.5%; TGFb inhibitor: 42.4%[activator]; ATXN2 expr inh: 59.6%[activator]; IL2 activator: -0.3; Nrf2 activator: 2.1%; A549 tox: -3.8%

How did CC(Nc1ncnc2sccc12)c1ccccc1 (stereo not given) do in these assays?
S2 tox: inconclusive; Nrf2 inh: 1.64µM*; HepG2 tox: -8.5%; EPAC2 ag: 1.3%; TGFb inhibitor: -12.5%; ATXN2 expr inh: -19.3%; IL2 activator: -3.2; Nrf2 activator: -0.4%; A549 tox: -7.1%

What do the screens show for `N#Cc1cccc(NC(=O)N2CCC(c3nc4c(nnn4Cc4cccc(Cl)c4)c(=O)[nH]3)CC2)c1`?
S2 tox: inactive; Nrf2 inh: 22.3%; HepG2 tox: -20.3%; EPAC2 ag: 6.5%; TGFb inhibitor: 5.0%; ATXN2 expr inh: -10.9%; IL2 activator: -1.6; Nrf2 activator: 0.3%; A549 tox: -1.0%

How did O=C1C(=C(O)c2ccccc2)C(=O)c2ccccc21 do in these assays?
S2 tox: inactive; Nrf2 inh: -5.1%; HepG2 tox: -13.1%; EPAC2 ag: 15.0%; TGFb inhibitor: 113.0%[activator]; ATXN2 expr inh: -1.9%; IL2 activator: 3.4; Nrf2 activator: 4.5%; A549 tox: -20.1%

Results for CCOC(=O)C1(Cc2ccccc2C(F)(F)F)CCN(CCCn2cccn2)CC1 ?
S2 tox: inactive; Nrf2 inh: 5.1%; HepG2 tox: -29.5%; EPAC2 ag: -0.4%; TGFb inhibitor: 1.6%; ATXN2 expr inh: -21.0%; IL2 activator: -3.1; Nrf2 activator: 0.4%; A549 tox: -4.3%

How did CC(C)=CCCC(C)N(C=O)C(C)CCC=C(C)C (stereo not given) do in these assays?
S2 tox: inconclusive; Nrf2 inh: inconclusive; HepG2 tox: -3.6%; EPAC2 ag: -82.4%[inhibitor][15.6 µM]; TGFb inhibitor: 0.0%; ATXN2 expr inh: 9.6%; IL2 activator: -0.5; Nrf2 activator: 3.9%; A549 tox: -4.4%

Results for CN(C)C(=O)CSCc1c(Cl)cccc1Cl ?
S2 tox: inactive; HepG2 tox: -4.0%; EPAC2 ag: 10.7%; TGFb inhibitor: 1.8%; ATXN2 expr inh: -12.0%; IL2 activator: -0.1; Nrf2 activator: -0.4%; A549 tox: -10.4%

Results for Cc1cc(C)c(NC(=O)Nc2ccccc2)c(C)n1 ?
S2 tox: inactive; Nrf2 inh: 10.1%; HepG2 tox: -2.1%; EPAC2 ag: 10.5%; TGFb inhibitor: -5.4%; ATXN2 expr inh: 11.1%; IL2 activator: 0.6; Nrf2 activator: -0.8%; A549 tox: 1.0%

What do the screens show for `CCOCCCNC(=O)Cn1nc(C)n2c(cc3cc(C)ccc32)c1=O`?
Nrf2 inh: inconclusive; HepG2 tox: 3.9%; TGFb inhibitor: -18.2%; Nrf2 activator: 0.1%; A549 tox: -13.4%

What do the screens show for `Cc1ccccc1-c1nnc(SCC(=O)NCc2ccc3c(c2)OCO3)n1C`?
S2 tox: inactive; Nrf2 inh: -5.1%; HepG2 tox: 0.9%; EPAC2 ag: 4.4%; TGFb inhibitor: 2.2%; ATXN2 expr inh: 4.7%; IL2 activator: -0.2; Nrf2 activator: -0.4%; A549 tox: 1.3%

How did CCOC(=O)/C=C1\CN(C(C)c2ccccc2)S(=O)(=O)c2ccccc21 (stereo not given) do in these assays?
S2 tox: inactive; Nrf2 inh: -11.1%; HepG2 tox: 3.6%; EPAC2 ag: 15.3%; TGFb inhibitor: 14.7%; ATXN2 expr inh: -1.4%; IL2 activator: -0.1; Nrf2 activator: 0.1%; A549 tox: -4.2%

What do the screens show for `C=CCSc1nnc(-c2sc(-c3ccccc3)nc2C)n1C`?
Nrf2 inh: 12.4%; HepG2 tox: 2.0%; EPAC2 ag: 5.1%; TGFb inhibitor: 16.1%; IL2 activator: -0.4; Nrf2 activator: 0.8%; A549 tox: -4.8%

Results for COc1ccc(CNC(=S)Nc2cccc(F)c2)cc1 ?
S2 tox: inconclusive; Nrf2 inh: 6.3%; HepG2 tox: -1.5%; EPAC2 ag: 6.6%; TGFb inhibitor: -24.2%; ATXN2 expr inh: -6.3%; IL2 activator: 0.2; Nrf2 activator: 3.1%; A549 tox: -1.3%

Results for O=S(=O)(Nc1ccc(Cl)c(C(F)(F)F)c1)c1cnc[nH]1 ?
S2 tox: inactive; Nrf2 inh: -10.7%; HepG2 tox: -2.1%; EPAC2 ag: -0.3%; TGFb inhibitor: 17.6%; ATXN2 expr inh: 5.7%; IL2 activator: -1.4; Nrf2 activator: -0.1%; A549 tox: -2.6%

What do the screens show for `Cc1cccc(N=Nc2cn[nH]c2-c2ccco2)c1`?
S2 tox: inactive; Nrf2 inh: 1.7%; HepG2 tox: -6.9%; EPAC2 ag: 1.8%; TGFb inhibitor: 0.0%; ATXN2 expr inh: 29.6%; IL2 activator: -0.5; Nrf2 activator: inconclusive; A549 tox: -13.2%

How did CCOc1ccccc1CNC(=O)C1=C(C)C(=O)OC12CCN(C(C)=O)CC2 do in these assays?
Nrf2 inh: inconclusive; HepG2 tox: 20.3%; TGFb inhibitor: -1.8%; Nrf2 activator: -1.6%; A549 tox: -3.3%

What do the screens show for `CN(CCOc1ccc(Cl)cc1)CC(=O)Nc1ccc(OC(F)(F)F)cc1`?
S2 tox: inactive; Nrf2 inh: 0.2%; HepG2 tox: -39.3%; EPAC2 ag: 3.6%; TGFb inhibitor: inconclusive; ATXN2 expr inh: -25.0%; IL2 activator: -0.4; Nrf2 activator: 2.8%; A549 tox: 4.9%

What do the screens show for `C=CCn1c(=N)n(CC(=O)c2cccc([N+](=O)[O-])c2)c2ccccc21`?
S2 tox: inconclusive; Nrf2 inh: 16.4%; HepG2 tox: 0.5%; EPAC2 ag: 3.1%; TGFb inhibitor: 0.3%; ATXN2 expr inh: -19.2%; IL2 activator: 2.1; Nrf2 activator: inconclusive; A549 tox: 5.3%

This is a random part of the collection (roughly 4.3% active in at least one column).
